Screening results: PubChem, School of Medicine, Indiana University
FECH inh: blocks human mitochondrial ferrochelatase activity | purified FECH, Ni-mesoporphyrin absorbance 550 nm | calls only at 10 µM (by protocol) | hit rate 3.3% among 20,000 | P22830;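 active means enzyme reaction rate more than 3 SD below the solvent-only control wells on the same plate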;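 further: lower slope than DMSO wells means FECH inhibition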
Target sequence (P22830 whole entry, looked up): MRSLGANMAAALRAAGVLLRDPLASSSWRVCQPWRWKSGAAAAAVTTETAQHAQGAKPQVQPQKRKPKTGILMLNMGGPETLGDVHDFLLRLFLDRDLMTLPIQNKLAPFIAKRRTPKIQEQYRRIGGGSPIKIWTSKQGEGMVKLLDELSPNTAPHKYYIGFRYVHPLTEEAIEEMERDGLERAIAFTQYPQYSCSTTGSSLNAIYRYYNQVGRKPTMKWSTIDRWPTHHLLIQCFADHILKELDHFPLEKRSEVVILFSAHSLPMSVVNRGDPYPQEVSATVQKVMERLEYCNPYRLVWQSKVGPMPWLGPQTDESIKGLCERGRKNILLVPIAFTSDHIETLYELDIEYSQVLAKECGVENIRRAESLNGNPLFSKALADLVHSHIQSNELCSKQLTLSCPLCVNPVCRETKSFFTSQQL
Calls only; i = inactive; + = active, no number. Some of the compounds tested. The share of hits here may be higher or lower than overall.

SMILES	FECH inh
Cc1ccc(Cl)cc1NS(=O)(=O)c1cc(N2C(=O)CCS2(=O)=O)ccc1C	i
OCc1ccc(-c2nccn2-c2ccc3cn[nH]c3c2)o1	i
Cc1ccc(C(=O)Nc2nc3n(n2)C(c2ccccc2Cl)C=C(c2ccc(C)cc2)N3)cc1 (stereo unspecified)	i
CCc1cccc(C)c1NC(=O)CSCc1nc(-c2ccccc2)no1	i
O=C1OCCCN1CCn1cnc(-c2ccccc2)c1-c1cccnc1	i
COc1ccc(CCC(=O)N2CCN(S(=O)(=O)c3cc4c5c(c3)CCN5C(=O)CC4)CC2)cc1	i
CC(C)n1c(CN2CCC(C3(C)NC(=O)NC3=O)CC2)nc2ccccc21 (stereo unspecified)	i
CCOC(=O)C1CCN(C(=O)c2ccccc2NC(=O)c2nsc3ccccc23)CC1	i
O=[N+]([O-])c1cccc(S(=O)(=O)NCc2nc3cccnc3n2C2CCCC2)c1	i
CCN(CC)S(=O)(=O)N1CCC(C(=O)Nc2ccc3sc(NC(=O)C(C)C)nc3c2)CC1	i
CCCN1CC(NC(=O)c2nnc3n2CCCC3)CC1=O (stereo unspecified)	i
O=C(NCc1ccc(-n2cncn2)cc1)c1scc2c1OCCO2	i
O=C(CC1CCN(S(=O)(=O)c2ccccc2)CC1)NCc1cccnc1	i
CC(=O)Nc1nc2n(n1)C(c1ccc(Cl)cc1)C=C(c1ccc(Cl)cc1)N2 (stereo unspecified)	i
CC(C)Oc1ccc(-c2nc(C(N)=O)c3c(n2)n(-c2ccc(F)cc2)c(=O)n3C)cc1	i
Cc1ccc(NC(=O)CNCc2scnc2-c2ccccc2)c(C)c1	i
Nc1cnc(-c2cccc3cccnc23)cn1	i
CC(C)Cc1ncc2c(n1)CN(C(=O)Cc1cccnc1)C2	i
CCc1[nH]c2ccc(CNc3nccc(N4CCCC(O)C4)n3)cc2c1C (stereo unspecified)	i
CCc1cc(Sc2ccccc2NC(=O)c2ccc(OC)c(OC)c2)n2ncnc2n1	i
O=C(O)c1ccc(CN2CCN(c3nccc4ccccc34)CC2)cc1	i
O=C(CNCCn1nnc2ccccc21)Nc1ccc(Cl)cc1F	i
CCCCN(c1nc2nc(C)cc(C)n2n1)S(=O)(=O)c1ccc(C)cc1	i
Cc1ccc(NCc2nc3nc4c(c(=O)n3[nH]2)CCC4)c(C)c1	+
CCCc1cc(Sc2ccc(NC(=O)c3ccc(OC)c(OC)c3)cc2)n2ncnc2n1	i
Next part:
SMILES	FECH inh
Cc1ccccc1SCC(=O)N1CCNCC1C(=O)NC1CC1 (stereo unspecified)	i
CCn1nc(CNC(=O)c2cn[nH]n2)c2ccccc21	i
Cc1ccccc1Nc1nc(NCCN2CCOCC2)nc2c1cnn2-c1ccccc1	i
Cc1cnc(-c2nc(C(C)C)nn2-c2cccc3cccnc23)cn1	i
Cc1ccccc1NC(=O)CC(=O)N(C)CCN1CCCCC1=O	i
Cc1nc(S(=O)(=O)N(CCc2ccccc2)C2CCN(C)CC2)cn1C	i
COc1ccc(OC)c(Nc2nc(NCc3ccccc3)nc3c2cnn3-c2ccccc2)c1	i
CCN1CCN(Cc2cc(C(=O)N3CC=CCC3)no2)CC1	i
CCN(CCNC(=O)C1CCN(c2ccc(-c3ccccc3)nn2)CC1)Cc1ccccc1	+
CCOc1ccc(C(=O)Nc2ccc(Cl)c(N3CCCS3(=O)=O)c2)cc1	i
COc1ccc(Nc2nc(N(C)CCO)nc3c2cnn3-c2ccccc2)cc1	i
CCN(CC)c1ncc(NS(=O)(=O)c2ccc(OC)c(Cl)c2)cc1C(=O)O	i
CC(C)N1CCC(CNC(=O)CC2=CCCCC2)C1 (stereo unspecified)	i
COc1ccc(CC(=O)NCc2ccc(-n3ccnc3C)cc2)cc1	i
CCCS(=O)(=O)N1CCN(Cc2nc3cccnc3n2-c2cccc(F)c2)CC1	i
Cc1cc(Nc2ccc(OC(=O)c3cccnc3)cc2)n2nc(-c3cccnc3)nc2n1	i
Cc1cccc(N2CCN(c3ncc(NS(=O)(=O)c4cc(F)ccc4C)cc3C(=O)O)CC2C)c1 (stereo unspecified)	+
Cc1cc(Nc2ccc(OC(=O)COc3ccccc3)cc2)n2nc(-c3cccnc3)nc2n1	i
Cc1ccc(C)c(NC(=O)CC(=O)N(C)C(C)c2ccncn2)c1 (stereo unspecified)	i
Cc1cc(C(=O)N2CCN(C)C(=O)C2C)c2cnn(C(C)C)c2n1 (stereo unspecified)	i
O=C(NCCS(=O)(=O)N1CCCC1)c1cccc(-n2cccn2)c1	i
COCCCNc1nc(Nc2ccccc2)c2cnn(-c3ccccc3)c2n1	i
CCCN1CCC(Cc2noc(C3CCOC(C)(C)C3)n2)CC1 (stereo unspecified)	i
COc1ccc(OC)c(S(=O)(=O)N2CCC(n3c(C(F)(F)F)nc4cccnc43)CC2)c1	i
COCC1(C(=O)N2Cc3cnc(C(C)(C)C)nc3C2)CCC1	i
Continuation:
SMILES	FECH inh
CC(C)c1nc(CN(C)Cc2cc3ccccc3[nH]c2=O)cs1	i
COC[C@@H]1CCCN1C(=O)c1cc(CC(C)C)on1	i
CCCNC(=O)Cn1c(=O)n(CC2CCC(C(=O)N3CCCC3)CC2)c(=O)c2sccc21 (stereo unspecified)	i
O=C(NCCc1ncc[nH]1)C1CC(=O)N(C2CCCC2)C1 (stereo unspecified)	i
CC(C)Nc1ncc(CN2CCc3[nH]nc(-c4ccc5c(c4)OCO5)c3C2)cn1	i
CCc1[nH]ncc1C(=O)NCc1cccnc1Oc1cccc(C(F)(F)F)c1	i
CN(Cc1ccc(-c2nc(-c3cccnc3)cc(=O)[nH]2)cc1)CC1COCCO1 (stereo unspecified)	i
Cc1ccc(N(C)C(=O)C2CCCN(c3ncnc4c3nc3n4CCCCC3)C2)cc1C (stereo unspecified)	i
Cc1ccc(-c2nc(C(N)=O)c3c(n2)n(-c2ccc(C)c(C)c2)c(=O)n3Cc2ccccc2)cc1C	i
CCCNC(=O)C1CCC(Cn2c(=O)c3sccc3n(CC(=O)Nc3cccc(C)c3)c2=O)CC1 (stereo unspecified)	i
CCCCOc1ccc(S(=O)(=O)N2CCN(c3nc(C)cc(N4CCN(C)CC4)n3)CC2)cc1	i
CCc1cc(Sc2ccc(NC(=O)Nc3cccc(SC)c3)cc2)n2nc(C)nc2n1	i
COC(=O)c1ccc(CN2CC(=O)N3CSCC3C2=O)cc1 (stereo unspecified)	i
COc1ccc(C(=O)N(Cc2nc3nc(C)cc(C)n3n2)c2ccccc2)cc1	i
CCCCOc1ccc(C(=O)N(CCC(=O)N2CCNCC2)CC2CCCO2)cc1 (stereo unspecified)	i
CC(NC(=O)c1nc(N2CCCC2)c2oc3ccccc3c2n1)c1ccccc1 (stereo unspecified)	i
Cc1nccn1CCC1CCCCN1C(=O)Nc1ccc2c(c1)OCO2 (stereo unspecified)	i
COc1cccc(CC2(CO)CCCN(c3cnc4ccccc4n3)C2)c1 (stereo unspecified)	i
O=C1CC(C(=O)Nc2ccccc2)N=C(N2CCN(c3ccccc3F)CC2)N1 (stereo unspecified)	i
CC(NC(=O)C1c2ccccc2-c2ccccc21)c1nnc2n1CCNCC2 (stereo unspecified)	i
CC(=O)c1ccc(N2CCN(S(=O)(=O)c3cc(C(=O)N4CCCCC4)cs3)CC2)cc1	i
Cc1nn(C)c(Cl)c1CN(CCN1CCOCC1)Cc1ccco1	i
CC(C)Cn1cncc1CNC(=O)c1cn(CC2CCCO2)nn1 (stereo unspecified)	i
Cn1c(=O)n(Cc2ccccc2F)c(=O)c2cnc(-c3cccnc3)nc21	i
CCOC(=O)Cn1c(=O)n(-c2ccc(F)cc2)c2nc(-c3ccc(C)c(C)c3)nc(C(N)=O)c21	i

Given bar-delimited: 5 of the compounds above.
Compound | FECH inh
CCCCOc1ccc(C(=O)N(CCC(=O)N2CCNCC2)CC2CCCO2)cc1 (stereo unspecified) | i
CC(NC(=O)c1nc(N2CCCC2)c2oc3ccccc3c2n1)c1ccccc1 (stereo unspecified) | i
Cc1nccn1CCC1CCCCN1C(=O)Nc1ccc2c(c1)OCO2 (stereo unspecified) | i
COc1cccc(CC2(CO)CCCN(c3cnc4ccccc4n3)C2)c1 (stereo unspecified) | i
O=C1CC(C(=O)Nc2ccccc2)N=C(N2CCN(c3ccccc3F)CC2)N1 (stereo unspecified) | i

Further structures.
SMILES	FECH inh
Cc1ccc(N2C(=O)CCS2(=O)=O)cc1S(=O)(=O)Nc1ccc(N(C)C)cc1	i
CN(CCCNC(=O)c1cccn1-c1nnc(N2CCCCC2)s1)c1ccccc1	i
COCc1cc(CNC(=O)COc2c(C)ccc(C)c2C)[nH]n1	i
CCc1ccc(S(=O)(=O)NCc2nc3cccnc3n2Cc2ccc(C)cc2)cc1	i
CC(C)=CC(=O)N1CCCN(CC(C)C)CC1	i
CN(Cc1ccc(C(=O)O)cc1)Cc1nc2ccccc2n1C	i
O=C(c1csc2nc(-c3ccccc3)cn12)N1CCCC(c2cc(=O)[nH]cn2)C1 (stereo unspecified)	i
CN1CCN(C)C2(CCN(C(=O)c3c(O)ccc4ccccc34)CC2)C1	i
COc1ccc(S(=O)(=O)NCc2nc3cccnc3n2Cc2cccc(OC)c2)cc1	i
c1ccc(Cc2nc(-c3cccc(Cn4cccn4)c3)n[nH]2)cc1	i
CN(C)c1ncc(-c2nccn2CCn2ccnc2)cn1	i
COC(=O)c1cc(S(=O)(=O)N2CCCC2C(=O)N2CCN(c3cccc(OC)c3)CC2)cn1C (stereo unspecified)	i
CCc1nc(C)sc1CNC(=O)C1CC(=O)N(Cc2ccccn2)C1 (stereo unspecified)	i
CCc1ccc(-c2c(-c3ccccc3)ncn2CCCO)nc1	i
CCSc1nc(CC(=O)N2CCN(c3ncccn3)CC2)cs1	i
O=C(CN1CCCCCC1)NCCc1nc(-c2cccnc2)n[nH]1	i
Cc1ccc(-c2nc(CSc3nc(C(F)(F)F)cc(=O)[nH]3)c(C)o2)cc1	i
CC(C)Cc1noc(C(C)NC(=O)c2cc3sccc3[nH]2)n1 (stereo unspecified)	i
O=C(NC1CC(=O)N(Cc2cccc(F)c2)C1)c1cnn2ccccc12 (stereo unspecified)	i
O=C(NCCc1nc2cccnc2n1-c1ccccc1)Nc1ccc(F)c(Cl)c1	i
COc1ccc(Cn2c(CNS(=O)(=O)c3ccc(F)c(Cl)c3)nc3cccnc32)cc1	i
CNC(=O)c1cc(S(=O)(=O)N[C@@H]2C[C@@H](CO)N(C)C2)cs1	i
CCOc1c(N2CCN(c3cc(Cl)ccc3C)CC2)c(=O)c1=O	i
CCOC(=O)c1ccc(NC(=O)CSc2ncnc3nc(N(C)C)sc23)cc1	i
Cc1cc(N2CCN(c3ccccc3)CC2)n2nc(-c3cccnc3)nc2n1	i

The last five records of the part above come first, to join the parts.
SMILES	FECH inh
COc1ccc(Cn2c(CNS(=O)(=O)c3ccc(F)c(Cl)c3)nc3cccnc32)cc1	i
CNC(=O)c1cc(S(=O)(=O)N[C@@H]2C[C@@H](CO)N(C)C2)cs1	i
CCOc1c(N2CCN(c3cc(Cl)ccc3C)CC2)c(=O)c1=O	i
CCOC(=O)c1ccc(NC(=O)CSc2ncnc3nc(N(C)C)sc23)cc1	i
Cc1cc(N2CCN(c3ccccc3)CC2)n2nc(-c3cccnc3)nc2n1	i
Cc1ccc(N2C(=O)CCS2(=O)=O)cc1S(=O)(=O)Nc1ccccc1Br	i
COc1ccc(C(=O)Nc2cc(C)nn2-c2ncnc3c2cnn3-c2ccc(F)cc2)c(OC)c1	i
Cc1ccc(NC(=O)N2CCC(n3cc(C(C)(C)C)nn3)CC2)cc1	i
CCCc1nc(C)cc(N2CCc3nc[nH]c3C2)n1	i
O=C(NCCCN1CCCC1)C1CCN(c2ccc(-c3ccc(F)cc3)nn2)CC1	i
CCOc1ccc(NCc2cc(=O)n3[nH]c(NCc4ccccc4)nc3n2)cc1	i
Cc1cc(C)cc(C(=O)N2CCN(S(=O)(=O)c3cc4c5c(c3)CCN5C(=O)CC4)CC2)c1	i
CC(=O)NCC1=CCCN(CCOc2cccc(C)c2C)C1	i
C[C@@H](C(=O)N1CCc2c(ncnc2N(C)C)C1)n1cnnn1	i
CC(C)(C)NC(=O)CSc1nc(-c2ccc3c(c2)OCO3)nc2cc(=O)[nH]n12	i
COc1ccc(CNc2nc3nc(CNc4ccc(F)cc4)cc(=O)n3[nH]2)cc1	+
O=C(CCc1c[nH]c2ccccc12)NCc1cn[nH]c1-c1cccs1	i
CCCc1ncncc1C(=O)N1CCC(N2CCCC(C(=O)NC3CC3)C2)CC1 (stereo unspecified)	i
O=C(c1cc2n(n1)CCNC2)N1CCC(c2ccccc2Cl)C1 (stereo unspecified)	i
COc1ccc(C)cc1C(C(=O)O)N1CCN(c2nc(C)cc(C)n2)CC1 (stereo unspecified)	i
CCOc1ccccc1NCc1cc(=O)n2[nH]c(NCc3ccc(F)cc3)nc2n1	i
O=C(CN1c2ccc(Br)cc2-c2ccccc2S1(=O)=O)Nc1cccnc1	+
CCCc1c(C)nc2ncnn2c1Sc1ccc(NS(=O)(=O)c2ccc(F)cc2)cc1	i
CCn1nc(C)c(CNC(C)Cn2nc(C)cc2C)c1C (stereo unspecified)	i
Cc1nc(CNC(=O)c2cc(=O)c3ccccc3o2)nc2c1CCCC2	i
Cc1cc(C)n(CCNC(=O)CCNC(=O)c2ccccc2F)c(=O)n1	i
CNC(=O)c1[nH]cnc1C(=O)NCc1ccccc1	+
Cn1nc2n(c1=O)CC(C(=O)N1C[C@@H]3[C@H](C1)[C@H]1CC[C@@H]3O1)CC2 (stereo partly specified)	i
O=C(NCC1CCCO1)C1CCN(c2ccc(-c3ccc(F)cc3)nn2)CC1 (stereo unspecified)	i

4 entries from above, sorted by heavy-atom count, largest number first.
SMILES	FECH inh
CC(C)(C)NC(=O)CSc1nc(-c2ccc3c(c2)OCO3)nc2cc(=O)[nH]n12	i
Cc1nc(CNC(=O)c2cc(=O)c3ccccc3o2)nc2c1CCCC2	i
Cn1nc2n(c1=O)CC(C(=O)N1C[C@@H]3[C@H](C1)[C@H]1CC[C@@H]3O1)CC2 (stereo partly specified)	i
CCCc1nc(C)cc(N2CCc3nc[nH]c3C2)n1	i
